ALDH1A1 block: blocks purified human ALDH1A1 activity; P00352; actives 7.3% (n = 220,000); Potency, µM (series often up to 75.3 µM), without a hit: top-dose activity, negative = inhibition, actives largely listed as inhibitors; Purified ALDH1A1, NADH fluorescence, propionaldehyde substrate; active = well fitted inhibition curve with a large enough effect, not every such curve was filed as active; inconclusive = small, poorly fitted or top-dose-only effect, or another doubt; inactive = no such curve, though single readings can be large or run the other way;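 note: plate controls were no enzyme wells and a reference inhibitor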
Target sequence (P00352 whole entry, looked up): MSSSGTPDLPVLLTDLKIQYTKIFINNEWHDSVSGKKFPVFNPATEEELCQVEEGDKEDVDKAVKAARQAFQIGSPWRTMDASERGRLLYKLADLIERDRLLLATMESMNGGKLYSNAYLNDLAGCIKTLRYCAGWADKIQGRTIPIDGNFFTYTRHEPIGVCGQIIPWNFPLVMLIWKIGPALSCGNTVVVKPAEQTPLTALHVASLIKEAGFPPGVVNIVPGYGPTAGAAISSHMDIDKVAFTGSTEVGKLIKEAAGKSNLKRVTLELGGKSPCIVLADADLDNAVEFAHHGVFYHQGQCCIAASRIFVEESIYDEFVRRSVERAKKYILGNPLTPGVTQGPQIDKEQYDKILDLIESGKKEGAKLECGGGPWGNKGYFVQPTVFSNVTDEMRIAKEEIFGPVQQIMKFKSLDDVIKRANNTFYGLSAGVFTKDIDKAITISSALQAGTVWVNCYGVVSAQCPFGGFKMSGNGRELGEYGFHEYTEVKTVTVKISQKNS
SMN2 splice up: SMN2 splice variant enhancement; HEK293 SMN2-luciferase splicing reporter, luminescence, 30-36 h; Potency, µM (top dose mostly 46.1 µM), inactives show at the highest dose activity change, positive = activation, most hits filed as activators; actives 2.8% (n = 210,000); AID 1458; note: % of control where 0% means no effect; nearly all actives have a fitted effect of over 55% in size
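HEK293 cells carry an SMN2 minigene-luciferase reporter in which exon 7 inclusion puts luciferase in frame. Cells were seeded at 2000 cells/well, attached for 10-12 hours, then exposed to compounds for 30-36 hours at 37C before ONE-Glo luminescence.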
HTT ATP protect: cytoprotection in Huntington HTT-Q103 PC12 cell model; actives 0.14% (n = 230,000); PC12 HTT-Q103 induced, cytoprotection, ATP luminescence, 40 h; Potency, µM (doses to about 56.4 µM), for the others: cytoprotection (ATP increase), hits mostly activators;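 note: % of control where 0% means no effect; nearly all actives have a fitted effect of over 45% in size; toxic huntingtin expression switched on by the ecdysone agonist tebufenozide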
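Rat PC12, Q103 Htt exon1-GFP fusion, ecdysone promoter; tebufenozide inducer 100 nM final; compound titration; qHTS, 1500 cells/well; ATPlite luminescent read.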
Numbers without * were called inactive; ? = inconclusive; [ ] = dose if it differs, or a comment. Unless noted, calls come from the whole dose curve; as a rule, active = well fitted activation curve with a large enough effect; inconclusive = small, poorly fitted or top-dose-only effect; inactive = no such curve, though single readings can be large or run the other way. Potency is the fitted concentration of half-maximal effect. Not all compounds are listed; count on the stated rates, not on these rows.

The first 5 records, to show the layout:
SMILES | ALDH1A1 block | SMN2 splice up | HTT ATP protect
O=C(O)[C@H](CCc1ccccc1)N1C(=O)c2ccccc2C1=O | -9.7%[13.5 µM] | 2.6%[9.22 µM] | -12.9%[10 µM]
COCCn1c(=O)c(-c2cc(F)cc(F)c2)nc2cnc(Oc3ccc(OC)cc3)nc21 | 0.2% | -31.0%[inhibitor] | -44.8%[inhibitor]
CC(=O)/C(=N\N=C(N)N)c1ccccc1 | -5.8%[13.5 µM] | -4.3%[9.22 µM] | 7.2%[10 µM]
CC1CCC(C(=O)O)([C@H](Br)C(=O)O)CC1 (stereo partly drawn) | 3.7%[13.5 µM] | -0.8%[9.22 µM] | -1.7%[10 µM]
O=C(c1csnn1)N1CCC2(CCCN(Cc3cc(C(F)(F)F)cc(C(F)(F)F)c3)C2)CC1 | 14.5% | -5.6% | -1.2%

The whole of this part, from the first entry:
SMILES | ALDH1A1 block | SMN2 splice up | HTT ATP protect
O=C(O)[C@H](CCc1ccccc1)N1C(=O)c2ccccc2C1=O | -9.7%[13.5 µM] | 2.6%[9.22 µM] | -12.9%[10 µM]
COCCn1c(=O)c(-c2cc(F)cc(F)c2)nc2cnc(Oc3ccc(OC)cc3)nc21 | 0.2% | -31.0%[inhibitor] | -44.8%[inhibitor]
CC(=O)/C(=N\N=C(N)N)c1ccccc1 | -5.8%[13.5 µM] | -4.3%[9.22 µM] | 7.2%[10 µM]
CC1CCC(C(=O)O)([C@H](Br)C(=O)O)CC1 (stereo partly drawn) | 3.7%[13.5 µM] | -0.8%[9.22 µM] | -1.7%[10 µM]
O=C(c1csnn1)N1CCC2(CCCN(Cc3cc(C(F)(F)F)cc(C(F)(F)F)c3)C2)CC1 | 14.5% | -5.6% | -1.2%
O=C(O)[C@@H]1Cc2c([nH]c3ccccc23)[C@@H](CCCCO)N1 | 1.1%[13.5 µM] | -10.2%[9.22 µM] | 4.4%[10 µM]
O=S(=O)(c1ccccc1)N1CCC2(CC1)CN(Cc1nccs1)C2 | 2.7% | -5.4% | -3.6%
CCc1c(O)c2c(c(O)c1C(C)=O)C(=O)c1c(cc(O)c(C(=O)O)c1C(=O)O)C2=O | 6.8%[13.5 µM] | -10.3%[9.22 µM] | -19.5%[10 µM]
O=C(O)c1ccc([N+](=O)[O-])cc1 | -5.7% | -6.4% | -4.5%
O=C(CSC1=NCCN1)Nc1ccccc1 | 4.7%[13.5 µM] | -7.8%[9.22 µM] | -8.0%[10 µM]
O=C(c1ccco1)N1CCC2(CCCN(c3cccc(-c4ccccc4)c3)C2)CC1 | 25.1µM* | -18.7% | ?
O=C(c1cccc(F)c1)N1CCC2(CC1)CCN(c1cccc(-c3ccccc3)c1)CC2 | ? | -50.6%[inhibitor] | 22.6%
Cc1cccc(C(=O)O)c1[N+](=O)[O-] | 4.1% | 7.7% | -18.3%
OCCCNCc1ccncc1 | -3.2%[13.5 µM] | 3.6%[9.22 µM] | 19.0%[10 µM]
O=C(O)CSc1ccn(Cc2ccccc2)c1 | 7.5%[13.5 µM] | -17.7%[9.22 µM] | -5.4%[10 µM]
COCCOC(=O)c1ccccc1C(=O)OCCOC | -59.0% | -4.0% | -45.1%[inhibitor]
CN(C)c1ccc(/C=N\NC(=O)c2cnc3ccccc3c2)cc1 | -12.1%[13.5 µM] | -5.9%[9.22 µM] | -2.2%[10 µM]
COc1ccc(C(=O)N2CCC3(CCCN(Cc4ccncc4)C3)CC2)cc1 | -5.0% | -20.0% | 13.2%
CS(=O)(=O)N1CCC2(CCN(Cc3ccncc3)CC2)CC1 | -2.4% | -6.2% | -4.6%
CN1CCCN(C)C1c1cc([N+](=O)[O-])ccc1O | 11.7%[13.5 µM] | -11.4%[9.22 µM] | -7.6%[10 µM]
NCCC1([N+](=O)[O-])CCNCC1 | 11.5%[13.5 µM] | -2.9%[9.22 µM] | -2.3%[10 µM]
Cc1ccc(S(=O)(=O)Nc2ccccc2C(=O)c2ccc(C)c(C)c2)cc1 | ? | -1.3%[9.22 µM] | -17.7%[10 µM]
COCCn1c(=O)c(-c2ccc(OC)cc2)nc2cnc(Nc3ccccc3)nc21 | 5.0% | -1.9% | -3.2%
Cn1cccc1C(=O)N1CCC2(CC1)CN(c1ccncc1)C2 | 1.9% | -11.8% | 25.4%
C[C@H](Br)C(=O)c1ccc2cc(Br)c3ccccc3c2c1 | ? | -15.7%[9.22 µM] | -6.9%[10 µM]
O=C(Cl)c1ccc([N+](=O)[O-])cc1 | ? | 7.2% | -59.7%[inhibitor]
CC(=O)c1ccccn1 | ? | -12.6% | 4.9%
COc1cc2c(cc1OC)C(CCN)=NCC2 | -7.4%[13.5 µM] | -4.6%[9.22 µM] | 7.6%[10 µM]
Cn1cccc1C(=O)N1CCC2(CCCN(c3ncccn3)C2)CC1 | 13.3% | -17.9% | 15.7%
COc1ccc(-n2c(=O)c(C)nc3cnc(Oc4ccccc4)nc32)cc1 | 2.51µM* | -6.2% | -4.0%

Single records, as listed above:
Cc1ccc(S(=O)(=O)Nc2ccccc2C(=O)c2ccc(C)c(C)c2)cc1 as listed: ALDH1A1 block: ?; SMN2 splice up: -1.3%[9.22 µM]; HTT ATP protect: -17.7%[10 µM]
COc1ccc(-n2c(=O)c(C)nc3cnc(Oc4ccccc4)nc32)cc1 as listed: ALDH1A1 block: 2.51µM*; SMN2 splice up: -6.2%; HTT ATP protect: -4.0%

Looked up above.
Entry of `CN(C)c1ccc(/C=N\NC(=O)c2cnc3ccccc3c2)cc1` in ALDH1A1 block: -12.1%[13.5 µM]
Entry of `Cn1cccc1C(=O)N1CCC2(CC1)CN(c1ccncc1)C2` in ALDH1A1 block: 1.9%
Entry of `CN1CCCN(C)C1c1cc([N+](=O)[O-])ccc1O` in ALDH1A1 block: 11.7%[13.5 µM]

More records
SMILES | ALDH1A1 block | SMN2 splice up | HTT ATP protect
Cc1cc(C)cc(O)c1 | ? | 6.9% | -4.4%
OC1(C(O)(c2ccc(-c3ccccc3)cc2)c2ccc(-c3ccccc3)cc2)CCCCC1 | 6.9%[13.5 µM] | 4.0%[9.22 µM] | 10.2%[10 µM]
O=C(O)CC[C@]1(C(=O)O)CCC(=O)c2ccccc21 | 0.1%[13.5 µM] | 1.6%[9.22 µM] | 6.2%[10 µM]
O=C1c2ccccc2[C@@H]([C@@H]2c3ccccc3C(=O)c3cc(Br)ccc32)c2ccc(Br)cc21 | -10.5%[13.5 µM] | 0.2%[9.22 µM] | 0.9%[10 µM]
O=C(CSc1nc2ccccc2s1)c1sc2sc3ccccc3[n+]2c1O | -8.2%[13.5 µM] | 5.5%[9.22 µM] | 11.3%[10 µM]
CC(=O)OCc1ccc2c(c1)OCO2 | -9.2% | -11.4% | -43.2%[inhibitor]
COc1ccc(C[C@@H]2C(=O)N[C@H](C)C(=O)N(C)[C@@H]3Cc4ccc(cc4)Oc4cc(ccc4O)C[C@H](C(=O)N[C@@H](C)C(=O)N[C@H](C)C(=O)N2C)N(C)C3=O)cc1 | -0.2%[13.5 µM] | -103.0%[inhibitor][9.22 µM] | -85.7%[inhibitor][10 µM]
O=C(O)CNC(=O)c1ccccc1O | -10.4%[13.5 µM] | -12.7%[9.22 µM] | 2.6%[10 µM]
COc1ccc(C(=O)N2CCC3(CCN(Cc4cc(C(F)(F)F)cc(C(F)(F)F)c4)CC3)CC2)cc1 | 1.0% | -14.2% | ?
N/C(=N\O)c1cn([C@@H]2O[C@@H](CO)[C@H](O)[C@@H]2O)c2ncnc(NO)c12 | -8.6%[13.5 µM] | 0.1%[9.22 µM] | -84.9%[inhibitor][10 µM]
CC(=O)N1CCC[C@@]2(CCN(C(=O)Nc3ccccc3)C2)C1 | 4.7% | 6.6% | -0.4%
c1ccc2[nH]cnc2c1 | 4.7% | 17.4% | -4.8%
O=S(=O)(O)c1cc(S(=O)(=O)O)c2c(N=Nc3cccc4ccccc34)c(O)ccc2c1 | ? | -18.8%[9.22 µM] | -33.3%[inhibitor][10 µM]
O=S(=O)(c1ccccc1)N1CCC2(CCN(c3ccc(-c4ccccc4)cc3)CC2)CC1 | ? | -13.8% | -23.3%
CC(=O)O[C@]1(C)N=NC2(CCCCC2)O1 | -0.9%[13.5 µM] | -14.2%[9.22 µM] | 3.2%[10 µM]
CCNc1ncc2nc(-c3ccccc3)c(=O)n(-c3ccc(OC)cc3)c2n1 | ? | -3.2% | -55.4%[inhibitor]
O=C(c1cccc(F)c1)N1CCC2(CCN(Cc3ccncc3)CC2)CC1 | -4.1% | -7.1% | 10.4%
CNc1ccccc1 | -19.9% | -3.8% | 1.0%
COCC(=O)N1CCC2(CC1)CCN(C(c1ccccc1)c1ccccc1)CC2 | 10.8% | -1.0% | 1.7%
N#Cc1ccc(CN2CCC3(CCNCC3)CC2)cc1 | -6.2% | -14.9% | ?
C[N+]1(C)CCc2cc(O)c(O)cc2[C@H]1Cc1ccc(O)c(O)c1 | 3.7%[13.5 µM] | -2.7%[9.22 µM] | 17.7%[10 µM]
C[C@@H]1CCCC(CC(=O)O)(CC(=O)O)C1 | 2.2%[13.5 µM] | -12.0%[9.22 µM] | -9.8%[10 µM]
Cn1cccc1C(=O)N1CCC[C@@]2(CCN(Cc3cc(C(F)(F)F)cc(C(F)(F)F)c3)C2)C1 | 4.4% | -15.7% | 19.0%
CN(Cc1cccc2ccccc12)Cc1cccc2ccccc12 | 9.9%[13.5 µM] | -8.9%[9.22 µM] | 8.8%[10 µM]
O=c1[nH]ncc2ccccc12 | ? | 4.2% | -47.6%[inhibitor]
C[C@@H]1O[C@@H](O)[C@@H](O)[C@H](O)[C@H]1O | 29.6%[13.5 µM] | -8.3%[9.22 µM] | 4.4%[10 µM]
O=[N+]([O-])c1nccn1C[C@H](O)CN1CCCCC1 | 8.6%[13.5 µM] | 2.6%[9.22 µM] | 5.9%[10 µM]
CS(=O)(=O)N1CCC2(CCCN(c3ncccn3)C2)CC1 | -0.4% | 2.6% | -7.4%
COc1ccc(-c2nc3cnc(OC)nc3n(Cc3ccc(F)cc3)c2=O)cc1 | ? | 4.7% | 24.8%
Cc1c(N)cccc1Cl | ? | -0.7% | ?
N=C(N)SCc1ccc(Cl)cc1Cl (tested in a mixture with another compound) | 5.5%[13.5 µM] | -0.6%[9.22 µM] | 8.9%[10 µM]
O=C(Oc1ccccc1)N1CCC2(CC1)CCN(c1ccncc1)CC2 | ? | -80.1%[inhibitor] | 26.0%
COc1ccc(Oc2ncc3nc(-c4cccs4)c(=O)n(C)c3n2)cc1 | ? | -7.9% | ?
COc1ccc(C(=O)N2CCC[C@@]3(CCN(Cc4ccccc4OC)C3)C2)cc1 | 1.4% | -0.7% | 14.3%
N#CCCn1c(=O)c(-c2cccc(C#N)c2)nc2cnc(Oc3ccccc3)nc21 | ? | -35.5%[inhibitor] | -50.0%[inhibitor]
N#CCCn1c(=O)c(-c2ccccc2)nc2cnc(Oc3cccc(Cl)c3)nc21 | ? | -15.4% | 21.9%
CCCCCCCC[N+](CCCCCCCC)(CCCCCCCC)CCCCCCCC | ? | -61.6%[inhibitor] | -90.9%[inhibitor]
O=C(Nc1cccc(F)c1)N1CC[C@@]2(CCCNC2)C1 | 25.1µM* | -3.6% | -50.4%[inhibitor]
Cc1ccc(S(=O)(=O)O[C@@H]2[C@H]([C@@H]3COC(C)(C)O3)O[C@H]3OC(C)(C)O[C@@H]32)cc1 | -2.3%[13.5 µM] | 1.5%[9.22 µM] | 8.5%[10 µM]
COC(=O)N1CCC[C@@]2(CCN(c3ncccn3)C2)C1 | -13.0% | -1.6% | 12.0%
N#CC1(Nc2ccc(-c3ccc(NC4(C#N)CCCC4)cc3)cc2)CCCC1 | -11.1%[13.5 µM] | 9.5%[9.22 µM] | -9.3%[10 µM]
CCOCC(=O)O | 8.9% | -11.3% | -15.4%
O=C(c1ccncc1)N1CCC[C@@]2(CCN(C(c3ccccc3)c3ccccc3)C2)C1 | -5.0% | -13.9% | -2.6%
CC(C)(C)NCC[C@@H](O)c1cc(C(F)(F)F)nc2c(C(F)(F)F)cccc12 | -1.7%[13.5 µM] | 2.7%[9.22 µM] | -17.9%[10 µM]
OCCN(CO)CO | 3.5%[13.5 µM] | -1.9%[9.22 µM] | -3.4%[10 µM]

Among those listed so far, these contain an aryl thioether with sulfur outside any ring.
SMILES | ALDH1A1 block | SMN2 splice up | HTT ATP protect
O=C(O)CSc1ccn(Cc2ccccc2)c1 | 7.5%[13.5 µM] | -17.7%[9.22 µM] | -5.4%[10 µM]
O=C(CSc1nc2ccccc2s1)c1sc2sc3ccccc3[n+]2c1O | -8.2%[13.5 µM] | 5.5%[9.22 µM] | 11.3%[10 µM]

Compound activity (PubChem BioAssay)
